# Rin1-Abl PPI inh – inhibitors of Rin1-Abl protein binding, primary screen, biochemical, TR-FRET; Tyrosine-protein kinase ABL1 (Homo sapiens) + Ras and Rab interactor 1 (Homo sapiens), …; inhibition, % at 7.35 µM; 360,000 tested, 0.4% active; AID 588664, 2011; in the data active means inhibition above about 5%, passing the limit was not always enough
# eLon inh – inhibitors of E. coli Lon protease, primary screen, biochemical, fluorescence polarization. purified E. coli Lon protease. inhibition, % at 7.94 µM. 360,000 tested, 0.42% active. AID 602123, 2011; in the data active means inhibition above about 13%, passing the limit was not always enough;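 further: 0% = enzyme with probe and DMSO and 100% = no enzyme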
# Target sequence (P0A9M0 whole entry, looked up): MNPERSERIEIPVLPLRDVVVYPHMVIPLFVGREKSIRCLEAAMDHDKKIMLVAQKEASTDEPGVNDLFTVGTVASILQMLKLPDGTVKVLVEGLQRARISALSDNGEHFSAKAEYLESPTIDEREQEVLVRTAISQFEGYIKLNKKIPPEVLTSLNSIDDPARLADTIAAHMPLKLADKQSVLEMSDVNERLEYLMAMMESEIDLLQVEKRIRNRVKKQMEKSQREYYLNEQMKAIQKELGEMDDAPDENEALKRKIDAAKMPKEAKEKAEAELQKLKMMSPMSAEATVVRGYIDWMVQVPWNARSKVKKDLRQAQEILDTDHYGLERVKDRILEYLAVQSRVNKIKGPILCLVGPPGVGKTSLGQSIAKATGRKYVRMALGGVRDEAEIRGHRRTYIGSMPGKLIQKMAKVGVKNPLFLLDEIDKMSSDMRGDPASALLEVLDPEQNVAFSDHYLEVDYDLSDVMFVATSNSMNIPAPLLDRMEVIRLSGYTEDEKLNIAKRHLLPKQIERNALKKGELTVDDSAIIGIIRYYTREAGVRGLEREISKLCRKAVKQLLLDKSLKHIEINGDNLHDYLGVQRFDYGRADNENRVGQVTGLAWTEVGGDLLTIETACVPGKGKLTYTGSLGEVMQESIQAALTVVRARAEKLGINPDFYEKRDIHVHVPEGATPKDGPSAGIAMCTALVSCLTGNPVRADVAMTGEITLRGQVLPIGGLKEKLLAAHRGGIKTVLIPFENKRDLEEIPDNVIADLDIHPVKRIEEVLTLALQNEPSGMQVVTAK
# MT1-MMP act inh – blockers of MT1-MMP proenzyme processing, primary screen, HT1080 RFP-PRO-GFP cells, GFP/RFP fluorescence | Matrix metalloproteinase-14 (Homo sapiens), P50281 | GFP/RFP ratio fluorescence, overnight; percent of plate control window, DMSO zero | GFP/RFP ratio change, % at 20 µM | 360,000 tested, 0.061% active | AID 651647, 2012;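 active means GFP/RFP ratio change of at least 30% with cell ATP level not reduced by more than half and red fluorescence within 50% of control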; further: strong numbers were not always called active
#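 Assay system: HT1080 cells carrying an RFP-PRO-GFP reporter | Dosing: Single dose of 20 µM compound, 1% DMSO final | Incubation: Cells overnight before dosing, compound overnight, 37 °C, 5% CO2 | Evaluation: GFP/RFP fluorescence ratio | Control set: DMSO and RFP-L50D-GFP cell wells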
# SKN-1 block – suppressors of acrylamide-induced Pgst-4::GFP reporter in worms, primary screen, SKN-1 inhibitor project, whole organism, uHTS, GFP/RFP fluorescence ratio, strain VP596. C. elegans VP596 Pgst-4::GFP/RFP ratio, 24 h. inhibition, % at 21.8 µM. 360,000 tested, 0.49% active. AID 624304, 2012;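 active means interference check ratio from 0.5 to 1.5 plus GFP to RFP signal ratio inhibition reaching or exceeding a fixed threshold, cut at about 30% in these data, passing the limit was not always enough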; further: some compounds called inactive have numbers as strong as hits
# CendR NRP1 mod – modulators of CendR peptide binding to NRP-1, primary screen, biochemical, fluorescence polarization, uHTS. Neuropilin-1 (Homo sapiens), O14786. FAM-RPARPAR peptide binding to NRP-1. inhibition, % at 25 µM. 360,000 tested, 0.85% active. AID 602438, 2012;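 active means inhibition or corrected inhibition above about 18%, plus a signal ratio from 0.5 to 1.5, limit read from the data, passing the limit was not always enough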; further: strong numbers were not always called active
# Neddyl block – inhibitors of cullin neddylation, primary screen, biochemical, TR-FRET, uHTS, NAE and Ubc12 | NEDD8-conjugating enzyme Ubc12 (Homo sapiens) + NEDD8-activating enzyme E1 regulatory … | calls only at 25 µM | 360,000 tested, 0.58% active; in the data active means inhibition above about 36%
# PABP1 MLLE inh – inhibitors of PABP1 MLLE–PAM2 peptide binding, primary screen, biochemical, fluorescence polarization, FITC-PAM2, GST-MLLE. AID 588489, 2011. Polyadenylate-binding protein 1 (Homo sapiens), P11940. 360,000 tested, 0.36% active. inhibition, % at 20 µM; in the data active means inhibition above about 35%, passing the limit was not always enough;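 further: plate controls were DMSO wells with GST-MLLE for no effect and wells lacking GST-MLLE protein for full effect; some results filed as inactive read as strong as hits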
# MsrA act – bovine MsrA enzyme activators, primary screen, biochemical, absorbance, HTS. activation, % at 10.6 µM. 360,000 tested, 0.3% active. purified bovine MsrA, absorbance read-out. Methionine sulfoxide reductase A (Bos taurus); in the data active means activation above about 7.5%;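 further: 0% = vehicle and 100% = reference activator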
# FAS TE block – FAS thioesterase domain inhibitors, primary screen, biochemical, fluorescence intensity, uHTS. AID 602261, 2012. recombinant FAS-TE, OMFH fluorogenic substrate, fluorescence endpoint. Fatty acid synthase (Homo sapiens), P49327. 360,000 tested, 0.67% active. inhibition, % at 15 µM;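 active means compounds whose normalised, plate-corrected inhibition of enzyme fluorescence in the single-dose primary screen is 50% or more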;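 further: 0% = DMSO with enzyme and 100% = substrate without enzyme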
# * hit, by the source's call; i = inactive; x = no result given.
SMILES,Rin1-Abl PPI inh,eLon inh,MT1-MMP act inh,SKN-1 block,CendR NRP1 mod,Neddyl block,PABP1 MLLE inh,MsrA act,FAS TE block
N#Cc1ccc(C(=O)OCC(=O)Nc2ccc(N3CCOCC3)cc2)cc1,-2.8,9.0,17.6,13.9,-9.7,i,10.7,0.7,-3.8
COc1cccc(C(C)(O)c2nc(-c3ccccc3OC)cs2)c1 (centres undefined),3.8,1.6,0.2,-3.4,-0.3,i,12.6,-2.8,10.2
CN(C)CCCN(C(=O)c1ccc2c(c1)CCCC2)c1nc2cc3c(cc2s1)OCO3,1.1,-9.5,-0.7,-8.7,2.7,i,-6.0,-8.2,10.0
O=C(CN1C(=O)NC2(CCCc3ccccc32)C1=O)N1CCCCC1 (centres undefined),-0.8,-6.0,4.1,18.9,11.6,i,-24.0,1.2,-8.7
N#Cc1ccc2ccn(CC(=O)NCc3ccccc3)c2c1,3.6,-11.3,3.4,3.0,-21.6,i,-13.3,-2.0,9.0
COc1ccc(/C=C2\N=C(c3ccc(C)cc3)OC2=O)cc1,0.1,-5.7,-2.4,-6.5,-11.7,i,-5.0,-0.1,12.1
O=C(Nc1ccc(N2CCOCC2)cc1)Nc1ccc2nsnc2c1,1.6,0.4,-1.0,5.1,-1.5,i,-3.3,-7.8,-4.8
COc1ccc(N(C(=O)c2ccco2)S(=O)(=O)c2ccc(F)cc2)cc1,0.2,3.6,1.9,0.7,-3.1,i,-0.8,-1.8,7.4
Cc1ccc(NC(=O)COC(=O)CCC(=O)c2cccs2)cc1,-1.4,-2.8,8.5,0.0,-5.2,i,10.2,-3.2,-5.2
O=C(NC1CCCCC1)c1ccc(Cn2cc(Br)cn2)o1,-0.2,12.1,0.1,7.8,-4.7,i,9.0,0.8,-3.8
O=C1C(c2ccccc2)C2C=CC(C2)N1O (centres undefined),1.8,3.6,-0.7,8.8,-0.4,i,-4.5,-7.7,-4.6
COc1cc(OC)c(NC(=O)Cn2cnc3sc(C)c(S(=O)(=O)N4CCOCC4)c3c2=O)cc1Cl,3.5,5.1,11.5,-3.2,-2.2,i,-7.9,-1.0,10.6
CC(C)=C1C2CCC1C1C(=O)N(NC(=O)COc3ccc(Cl)c(C)c3)C(=O)C21 (centres undefined),-3.6,5.1,-0.4,11.3,1.3,i,4.8,-2.4,11.6
CCN(C(=O)CSc1nc2c(cnn2-c2ccccc2)c(=O)[nH]1)C1CCS(=O)(=O)C1 (centres undefined),-0.4,-7.4,-1.8,1.8,-7.3,i,-9.2,-3.0,-9.0
Cc1onc(-c2c(F)cccc2Cl)c1C(=O)N(Cc1ccccc1)C(C)C,-0.3,4.0,-1.9,-5.4,-6.2,i,19.2,-6.0,2.3
O=C(O)CC(c1ccccc1)c1ccccc1,-3.4,-7.1,3.6,16.3,-13.8,i,-5.2,-3.8,-4.5
O=C(N/N=C/c1cccc(Cl)c1Cl)Nc1ccccc1,1.9,-4.6,4.1,5.4,-6.8,i,-3.1,-4.7,-1.1
CN(C)S(=O)(=O)c1ccc(Cl)c(NC(=O)COC(=O)C2CCCO2)c1 (centres undefined),0.4,-3.6,7.4,-5.6,-12.8,i,12.6,-4.1,-7.7
COc1ccc(CNC(=O)C2CCCN(c3nccc(C)n3)C2)cc1 (centres undefined),5.7,-2.5,0.9,-22.0,-0.4,i,0.1,-4.9,-8.5
CNC(=O)CCC(=O)Nc1ccc(C(=O)OC)cc1,-0.4,-3.9,7.1,-7.8,6.6,i,-4.5,-1.8,-8.7
C/C(CC(=O)Nc1cc(Cl)ccc1Cl)=N\NC(=O)c1ccco1,-5.2,-0.4,0.4,-4.8,-3.8,i,-12.0,-4.9,-3.7
Nc1c(N(CCC2=CCCCC2)C(=O)C2CC2)c(=O)[nH]c(=O)n1Cc1ccccc1,1.4,-7.6,-3.5,-4.8,1.4,i,7.1,-1.9,-1.3
Cc1cccc(C(=O)OCC(=O)NCCCc2ccccc2)c1O,-1.6,-10.1,-1.7,-30.4,-9.6,i,8.5,-4.8,9.2
CCOC(=O)/C=C1\SCC(=O)N1CC(O)CN1C(=O)CS/C1=C\C(=O)OCC,1.5,6.7,4.0,3.0,6.8,i,-10.9,-9.5,-7.0
Nc1ccc(C(=O)OCc2csc(-c3ccccc3)n2)cc1[N+](=O)[O-],-1.3,-7.0,7.2,-3.7,6.8,i,7.7,-3.6,-2.8
C=CCN(CC=C)S(=O)(=O)c1ccc(C(=O)Nc2sc3c(c2C(N)=O)CCCCC3)cc1,0.1,-6.8,-4.1,-2.7,-0.4,x,23.5,-5.7,1.4
COc1ccc2c(c1)[nH]c1c(=O)n(N)cnc12,-3.5,1.1,6.1,-1.7,-0.1,i,6.7,-1.0,-7.4
O=C(Cc1ccc([N+](=O)[O-])cc1)NC(C(=O)O)C(O)c1cccc([N+](=O)[O-])c1 (centres undefined),0.4,-8.8,-0.8,-8.3,-7.3,i,6.1,-2.3,1.5
CN(Cc1ccc2c(c1)OCCO2)C(=O)CSc1ncnc2sccc12,3.2,-3.7,1.4,4.9,-5.9,i,-17.9,-4.0,8.3
C/C(=N\Nc1nc(C(C)(C)C)cs1)c1ccc(O)cc1,-2.0,-11.9,2.1,-4.1,-12.1,i,16.9,-9.0,5.3
O=C(c1cnn(C(=O)c2ccco2)c1)c1ccccc1O,-3.9,-1.1,-8.2,-10.6,-40.8,i,16.8,-1.5,4.7
CCCOc1cc(N(CC)CC)ccc1/C=C(/C#N)c1nc2ccc(C)cc2[nH]1,-2.5,i,-338.7,29.3,125.6,i,166.1,0.0,-45.8
CCN(CC)C(=S)SCC(=O)c1ccc(F)cc1,1.3,0.5,3.0,-8.5,14.2,i,3.7,-7.2,5.5
Cc1cc(C(=O)N2CCc3ccccc3C2)no1,1.6,-8.4,-1.7,8.5,18.1,i,1.0,-5.7,-3.2
CC1CC1C(=O)OCC(=O)NCc1ccc(Cl)cc1 (centres undefined),-1.6,-4.8,-2.6,18.4,-0.2,i,1.6,-3.8,-4.7
CC(NC(=O)C1CCCN(S(=O)(=O)c2cccc3nonc23)C1)c1ccccc1 (centres undefined),2.8,-8.2,-1.4,1.6,-18.3,i,-24.4,-6.6,-0.7
COc1ccc(NC(=O)C2C(c3ccccc3)C2(Cl)Cl)cc1 (centres undefined),2.0,2.4,-2.4,-2.8,2.2,i,3.4,-1.5,24.2
COc1ccc(CCNC(=S)N2CCC(C(=O)c3ccc(F)cc3)CC2)cc1OC,0.4,-0.7,-3.1,-1.3,-0.1,i,-133.2,-5.2,9.0
N=c1n(CCO)c2ccccc2n1CCN1CCCCC1,1.8,6.4,-1.7,0.2,-5.3,i,3.3,-2.0,-3.7
CCOC(=O)CCC(=O)Nc1ccccc1C(N)=O,-4.4,-4.1,2.7,1.5,-17.8,i,-7.5,-1.1,-4.9
COc1cc(O)c2c(=O)c3c(O[C@H]4O[C@@H](CO)[C@H](O)[C@@H](O)[C@@H]4O)ccc(O)c3oc2c1,0.5,-5.3,8.2,13.5,-6.6,i,-5.4,-3.4,-10.2
COc1cc2[nH]c(=S)nc(NCc3cccs3)c2cc1OC,-2.6,-1.4,3.8,3.1,0.6,i,-41.2,-2.3,7.8
O=C(Nc1ccccc1)c1cnc2ccccc2n1,-0.2,-13.5,-1.6,19.8,-0.1,i,2.9,-2.9,-4.2
Cc1c(C(=O)NCc2ccc3c(c2)cc(C)n3C)cccc1[N+](=O)[O-],-3.8,31.1*,62.2,55.2,15.3,i,47.5*,-1.5,-5.8
CCCCn1c(N)c(N(CCC(C)C)C(=O)C2CSC3(C)CCC(=O)N23)c(=O)[nH]c1=O (centres undefined),-1.5,-7.0,-5.3,8.6,9.9,i,-4.6,-7.1,-4.6

# 5 records picked at random from the list so far:
SMILES,Rin1-Abl PPI inh,eLon inh,MT1-MMP act inh,SKN-1 block,CendR NRP1 mod,Neddyl block,PABP1 MLLE inh,MsrA act,FAS TE block
N=c1n(CCO)c2ccccc2n1CCN1CCCCC1,1.8,6.4,-1.7,0.2,-5.3,i,3.3,-2.0,-3.7
Cc1c(C(=O)NCc2ccc3c(c2)cc(C)n3C)cccc1[N+](=O)[O-],-3.8,31.1*,62.2,55.2,15.3,i,47.5*,-1.5,-5.8
CCOC(=O)CCC(=O)Nc1ccccc1C(N)=O,-4.4,-4.1,2.7,1.5,-17.8,i,-7.5,-1.1,-4.9
CCCCn1c(N)c(N(CCC(C)C)C(=O)C2CSC3(C)CCC(=O)N23)c(=O)[nH]c1=O (centres undefined),-1.5,-7.0,-5.3,8.6,9.9,i,-4.6,-7.1,-4.6
CC(NC(=O)C1CCCN(S(=O)(=O)c2cccc3nonc23)C1)c1ccccc1 (centres undefined),2.8,-8.2,-1.4,1.6,-18.3,i,-24.4,-6.6,-0.7

# (further entries)
SMILES,Rin1-Abl PPI inh,eLon inh,MT1-MMP act inh,SKN-1 block,CendR NRP1 mod,Neddyl block,PABP1 MLLE inh,MsrA act,FAS TE block
Cc1ccc(C)c(OCCCN2CCNCC2)c1,-1.5,11.4,-2.4,9.3,2.7,i,-13.7,3.5,-5.6
Cc1ccc(NC(=O)CN2C(=O)c3ccccc3S2(=O)=O)c(C)c1,-0.1,-6.8,-0.1,6.1,3.3,i,3.0,0.2,0.7
O=C(OCCN1C(=O)c2ccccc2C1=O)c1ccccc1,-3.5,-17.1,3.0,-3.5,-1.2,i,6.2,0.4,7.7
CCCn1c(-c2ccc(OC)cc2)nc2c(=O)n(C)c(=O)[nH]c21,-2.8,-6.3,0.3,-1.8,6.4,x,4.8,3.4,5.3
COC(=O)C1=C(C(=O)OC)[C@@H]2N(Cc3ccccc3)c3ccccc3[C@@]23C[C@@H](C(=O)OC)N(C(=O)c2cccs2)C3=N1,-1.9,-4.1,-4.4,-0.6,-3.7,i,-3.2,-0.4,23.4
COc1ccc(CCNC(=O)c2cccc(S(=O)(=O)N3CCOCC3)c2)cc1OC,2.8,-6.8,0.7,-16.1,9.1,i,8.5,-5.6,-3.0
CCC(C)N=C1SCC(C)(/C=N/O)S1 (centres undefined),3.8,1.7,-0.7,0.5,-3.4,i,29.1,0.8,-7.8
CC(=O)Nc1ccc(NC(=S)NC(=O)c2cc3ccccc3o2)cc1,-1.1,-5.5,5.1,-6.0,7.8,i,34.0,-6.1,-12.9
O=C(Nc1nnc(CC(=O)N2CCOCC2)s1)C1COc2ccccc2O1 (centres undefined),0.4,-3.1,-4.7,-12.8,-6.9,i,4.6,-10.2,-10.3
Cc1occc1C(=O)NCCCc1ccccc1,-1.4,-3.0,0.9,13.1,-1.9,i,-7.9,-1.5,-2.4
CC(NC(=O)C1CCCN1S(=O)(=O)c1ccc2c(c1)n(C)c(=O)c(=O)n2C)c1ccccc1 (centres undefined),-2.8,3.9,1.8,-8.4,-5.1,i,-1.6,-2.1,-0.6
Cc1cccc(-c2cc3nc4c(c(NCc5ccco5)n3n2)CCCC4)c1,-2.1,-10.8,-7.0,5.5,-8.3,x,-4.2,0.5,26.0
COc1ccc(CCc2nnc(CCC(=O)NCCc3ncccc3C)o2)cc1,0.2,-3.3,-0.3,0.5,-11.7,i,13.5,-3.5,-11.0

# Compound activity (PubChem)
